Compound activity deposited in PubChem by National Center for Advancing Translational Sciences (NCATS).
BRCA1 expr up: BRCA1 expression activation. MCF7-BRCA1-FFLuc reporter, luminescence, 48 h; response scale: scaled: vehicle 0%, 10 µM genistein 100%. Potency, µM (titrated, usually from 46.1 µM), for the others: at the highest dose activation, usual class: activators. 380,000 tested, 1.1% active. AID 624202; also: potency is read from the fitted curve at half-maximal effect; nearly all actives have a fitted effect of over 80% in size; some results filed as inactive show a strong effect at the top dose
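Activators of BRCA1 expression were detected as increased firefly luciferase luminescence in engineered MCF7 cells after 48 h compound incubation. Signals were scaled to genistein 10 microM as full activation.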
PTAP TSG101 blk: blocks PTAP/TSG101 interaction to inhibit HIV-1 budding; Q99816; Fluorescence polarization, FITC-PTAP peptide / Tsg101 binding; Potency, µM (top dose mostly 115 µM), for inactives: at the top dose activity change, negative = inhibition, hits mostly inhibitors; 340,000 tested, under 10 active; AID 493005; active = well fitted inhibition curve with a large enough effect in the main read-out, with a control signal flat, not every such curve was filed as active; inconclusive = small, poorly fitted or top-dose-only effect, or effect the other way, or a change in a side signal; inactive = no such curve, though single readings can be large or run the other way; also: potency is read from the fitted curve at half-maximal effect; % of control where 0% means no effect
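Tsg101 binding domain (10 uM final) was mixed with compound and a FITC-labeled PTAP peptide (50 nM final) in HEPES pH 7.5 buffer with NaCl, Tween 20, EDTA and TCEP; fluorescence polarization was read after 20 min at r.t.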
USP2a inh: inhibitors of human ubiquitin-specific protease USP2a. O75604. USP2 core, Ub-CHOP2 coupled fluorogenic reporter, 485/531. Potency, µM (top dose mostly 38.3 µM), for the others: at the highest dose activity change, negative = inhibition, usual class: inhibitors. 330,000 tested, 0.01% active. AID 463254;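 also: potency is read from the fitted curve at half-maximal effect; plate controls were DMSO wells for no effect and full inhibition by NEM control for full effect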
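USP2 core (10nM final) preincubated 30min RT with compound in 20mM Tris-HCl pH 8.0, 2mM CaCl2, 2mM beta-mercaptoethanol, 0.05% CHAPS; 25nM Ub-CHOP2 plus 25nM reporter substrate added, fluorescence (Ex485/Em531) read after 60min.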
a7 integrin act: activates integrin-mediated alleviation for muscular dystrophy; alpha7betagal myoblasts, beta-gal FDG fluorescence, 48 h; Potency, µM (highest dose often 38.3 µM), without a hit: at the top dose activation, usual class: activators; 350,000 tested, 0.064% active;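 also: potency is read from the fitted curve at half-maximal effect; 100% = response of the positive control SU9516; nearly all actives have a fitted effect of over 60% in size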
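alpha7betagal+/- myoblasts (passage 13, 250/well) treated 48 h at 37C with compounds at 1:260 dilution of DMSO stock. Lysed, then beta-galactosidase activity read as FDG fluorescence (ex 480/em 540) after 30 min, with pre-read for autofluorescence.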
ELG1 genotoxic: inducers of genotoxicity in HEK293T ELG1-luciferase cells. AID 504466. Potency, µM (series often up to 46 µM), for inactives: at the top dose activity change, positive = activation, actives largely listed as activators. 330,000 tested, 1.3% active. HEK293T ELG1-luciferase reporter, luminescence, 16 h; also: potency is read from the fitted curve at half-maximal effect; % of control where 0% means no effect; nearly all actives have a fitted effect of over 60% in size
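ELG1-luciferase HEK293T cells, 2,000/well; compound pinned in; 16 hr, 37 °C, 5% CO2; ONE-Glo, 30 min RT; luminescence on CCD imager.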
Eya2 inh: blocks the phosphatase activity of human Eya2 | recombinant Eya2, OMFP fluorescence dephosphorylation (OMFP is methylfluorescein phosphate) | Potency, µM (titrated, usually from 76.9 µM), inactives show top-dose activity, negative = inhibition, hits mostly inhibitors | 330,000 tested, 0.006% active | AID 488837; also: potency is read from the fitted curve at half-maximal effect; % is scaled to controls: 0 for no effect and ±100 for the full control effect
Target sequence (O00167 whole entry, looked up): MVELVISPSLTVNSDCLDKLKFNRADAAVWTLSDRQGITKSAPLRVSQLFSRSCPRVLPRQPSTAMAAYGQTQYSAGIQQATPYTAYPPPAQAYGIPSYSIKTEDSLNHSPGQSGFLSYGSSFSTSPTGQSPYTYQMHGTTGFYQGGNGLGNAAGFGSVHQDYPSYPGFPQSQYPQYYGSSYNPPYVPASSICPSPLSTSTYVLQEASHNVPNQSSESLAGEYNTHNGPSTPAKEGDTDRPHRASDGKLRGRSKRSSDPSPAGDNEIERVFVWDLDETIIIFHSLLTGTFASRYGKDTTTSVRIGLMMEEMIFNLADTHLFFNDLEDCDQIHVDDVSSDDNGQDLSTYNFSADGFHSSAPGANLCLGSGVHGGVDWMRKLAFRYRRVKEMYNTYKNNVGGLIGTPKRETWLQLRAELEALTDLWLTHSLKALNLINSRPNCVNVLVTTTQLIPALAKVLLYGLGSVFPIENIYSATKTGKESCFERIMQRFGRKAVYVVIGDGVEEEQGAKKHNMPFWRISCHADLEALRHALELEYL
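Eya2 (0.2 uM) preincubated 10 min at ambient with compound, then OMFP substrate added at 50 uM; 10 min reaction in 50 mM HEPES pH 7.5, 50 mM NaCl, 5 uM MgCl2, 0.05% BSA, 1 mM DTT. Fluorescence read at Ex 485/Em 525 nm.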
B2AR arrestin: beta2AR (human) beta-arrestin recruitment activity; beta-arrestin recruitment to beta2AR, cell-based reporter; Potency, µM (top dose mostly 46.1 µM), inactives show at the top dose activation, hits mostly activators; 330,000 tested, 0.02% active;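 also: potency is read from the fitted curve at half-maximal effect; 0% = DMSO controls and full agonism = EC100 isoproterenol or metaproterenol; nearly all actives have a fitted effect of over 65% in size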
uPA generation: cell surface uPA generation inhibition; 330,000 tested, 0.31% active; cell surface uPA generation assay, qHTS; AID 540303; Potency, µM (doses to about 38.3 µM), for the others: at the highest dose activity change, negative = inhibition, hits mostly inhibitors; active = well fitted inhibition curve with a large enough effect; inconclusive = small, poorly fitted or top-dose-only effect; inactive = no such curve, though single readings can be large or run the other way; tested in mouse RAW 264.7 cells; also: potency is read from the fitted curve at half-maximal effect; % is scaled to controls: 0 for no effect and ±100 for the full control effect; nearly all actives have a fitted effect of over 55% in size
p53 reactivation: restores transcriptional activity of mutant p53; H1299 p53-A138V BP100-luciferase reporter, luminescence, 24 h; Potency, µM (highest dose often 92.2 µM), for the others: at the top dose activity change, positive = activation, usual class: activators; 320,000 tested, 0.063% active; also: potency is read from the fitted curve at half-maximal effect; % of control where 0% means no effect; nearly all actives have a fitted effect of over 45% in size
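H1299 (p53-null), stable ts p53-A138V + BP100-Luc; 1000 cells/well, Opti-MEM/10% FBS; cpd 4 pt, 1:5; 24 h, 37 deg C, 5% CO2; detection reagent 10 min RT; luminescence.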
S-ASM inh: inhibitors of human secretory acid sphingomyelinase; placental ASM, HMU-PC fluorogenic substrate, 60 min; Potency, µM (titrated, usually from 57.5 µM), for inactives: top-dose activity change, negative = inhibition, hits mostly inhibitors; 340,000 tested, 0.006% active; AID 504937; also: potency is read from the fitted curve at half-maximal effect
Target sequence (P17405 47-631 limits assumed): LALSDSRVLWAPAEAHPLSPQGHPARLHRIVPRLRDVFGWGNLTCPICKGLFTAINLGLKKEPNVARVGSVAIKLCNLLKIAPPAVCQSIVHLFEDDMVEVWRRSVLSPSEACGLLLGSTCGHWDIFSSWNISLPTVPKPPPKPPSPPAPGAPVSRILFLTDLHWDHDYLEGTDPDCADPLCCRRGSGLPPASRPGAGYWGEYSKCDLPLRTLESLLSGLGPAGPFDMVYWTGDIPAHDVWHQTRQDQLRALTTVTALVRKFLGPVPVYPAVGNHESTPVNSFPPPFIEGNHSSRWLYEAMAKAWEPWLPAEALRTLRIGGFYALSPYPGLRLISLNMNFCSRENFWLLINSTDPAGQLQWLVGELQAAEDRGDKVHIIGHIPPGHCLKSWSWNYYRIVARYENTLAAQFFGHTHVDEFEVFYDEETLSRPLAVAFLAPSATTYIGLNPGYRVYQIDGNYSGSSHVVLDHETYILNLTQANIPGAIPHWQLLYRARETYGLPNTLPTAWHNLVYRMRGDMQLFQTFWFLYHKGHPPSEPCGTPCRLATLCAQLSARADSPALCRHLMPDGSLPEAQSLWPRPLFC
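Fluorogenic HMU-PC substrate (9 uM final) is turned over by placental ASM in 60 min at 37 C after a 10 min compound preincubation. Reaction ended by alkaline stop (pH 10), with fluorescence read at 386/447 nm.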
TRPV1 agonist: human TRPV1 agonism. Q8NER1. TRPV1-expressing cells, Fluo-8 calcium influx, agonist mode. activation, % at 8.33 µM. 320,000 tested, 0.19% active. AID 540275; in the data active = activation above about 80%; inconclusive = between about 30% and that limit; also: 0% is about no effect
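Fluo-8 calcium influx in TRPV1-expressing cells, kinetic read (ex 480/em 520 nm). Compound added and read 3 min for agonist activity, followed by capsaicin at EC20 final and 2 min further read for enhancement.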
The depositor's hits bear a star; ? = inconclusive; · = no result given; [ ] = another dose, or the depositor's remark. Unless noted, calls follow the shape of the dose curve; as a rule, active = well fitted curve in the direction sought with a large enough effect; inconclusive = small, poorly fitted or top-dose-only effect, or another doubt; inactive = no such curve, though single readings can be large; an effect the other way counts as inactive or inconclusive.

SMILES | BRCA1 expr up | PTAP TSG101 blk | USP2a inh | a7 integrin act | ELG1 genotoxic | Eya2 inh | B2AR arrestin | uPA generation | p53 reactivation | S-ASM inh | TRPV1 agonist
C/C(=N\NC(=O)c1ccc(F)cc1)c1ccc(NC(=O)Cc2ccccc2)cc1 | 65% | 2% | 2% | 0% | ? | -6% | -0.5% | -4% | ? | 3% | -1
CC1=C(C(=O)Nc2ccc(C(=O)NCCCN3CCCCC3)cc2)SCCO1 | 12% | -3% | -1% | 9% | 1% | -6% | 0.0% | -4% | 2% | 2% | 0
CCOc1cccc(OCCOc2ccccc2[N+](=O)[O-])c1 | ? | -3% | 3% | -3% | 1% | 4% | 0.3% | -2% | -6% | -1% | 25
CC(=O)N(c1ccc(Cl)cc1)c1cn(C(C)=O)c2ccccc12 | 0% | -2% | 3% | ? | 2% | 6% | -0.2% | -1% | -2% | -2% | -3
COc1ccc(NS(=O)(=O)c2ccc(C)c(C(=O)NCC(c3ccco3)N(C)C)c2)cc1 (centres undefined) | -19% | -5% | 0% | -18% | -2% | 3% | -2.5% | -9% | 15% | 5% | -1
O=C(CN1CCN(c2ccccn2)CC1)Nc1ccc(F)cc1F | 10% | -3% | -1% | 33% | 6% | 2% | -0.9% | -17% | 6% | 2% | 2
Cc1ccc(NC(=O)COC(=O)c2ccc(S(=O)(=O)NCc3ccco3)cc2)cc1 | 0% | 0% | -2% | -13% | -2% | -11% | -0.2% | -7% | 1% | 0% | -1
CC(C)C(=O)OCC(=O)NCc1ccccc1Cl | 7% | -3% | 2% | 26% | 4% | -4% | 0.3% | 3% | 3% | 3% | 0
C=CC(C)(C)c1c(O)c(CC=C(C)C)c(O)c2c(=O)c3ccc(O)c(O)c3oc12 | -81% | -6% | · | -42% | · | · | · | 11µM* | · | -16% | ·
Cc1ccc(S(=O)(=O)NCCNC(=O)c2cc(OCC(F)(F)F)ccc2OCC(F)(F)F)cc1 | 3% | -3% | 2% | 9% | 0% | -10% | 0.5% | 1% | -1% | 2% | ?
COc1cccc(S(=O)(=O)NCc2ccc(C(=O)NCC3CCCO3)cc2)c1 (centres undefined) | -2% | · | 0% | -2% | 0% | 5% | -0.7% | 2% | -9% | -3% | -3
CCCCN1CC(COCc2ccccc2)Oc2cccc(Oc3ccccc3)c2S1(=O)=O (centres undefined) | 0% | -11% | · | -9% | · | · | · | 5% | · | -11% | ·
Cc1ccc(C(=O)NNC(=O)C(C)Sc2nc(N)cc(N)n2)cc1 (centres undefined) | 1% | -3% | -4% | -15% | 0% | -15% | 0.4% | -2% | -4% | 1% | 5
C=CCn1nnnc1SCC(=O)Nc1ccc(C(=O)OC)cc1 | -15% | -4% | 1% | -9% | 1% | 3% | -0.1% | 2% | 2% | 1% | 5
C[C@@H]1CN([C@@H](C)CO)C(=O)Cc2cc(NC(=O)Nc3ccc(C(F)(F)F)cc3)ccc2O[C@@H]1CN(C)S(=O)(=O)c1ccc(Cl)cc1 | -53% | 0% | -1% | -43% | -6% | 0% | 0.2% | ? | 3% | -21% | ·
CN(C)C(CNC(=O)c1cc(S(=O)(=O)N(C)c2ccc(F)cc2)ccc1Cl)c1ccco1 (centres undefined) | -14% | 1% | 1% | 10% | ? | 5% | 0.4% | -20% | 7% | 7% | 1
CNC(=O)C1(C)C=CCN1C(=O)c1ccccc1 (centres undefined) | 6% | -1% | 1% | 11% | 1% | 7% | -1.1% | 6% | 10% | 2% | -2
CCN1C(=O)/C(=C\N2CCOCC2)SC1=S | -6% | -8% | 6% | 22% | 0% | 20% | 0.3% | 2% | 2% | 4% | -3
Clc1ccccc1-c1nn2c(-c3ccncc3)nnc2s1 | 33% | -4% | 3% | -12% | -46%[inhibitor] | -12% | -0.3% | 4% | -4% | -2% | 0
CC(OC(=O)c1ccc(S(=O)(=O)N2CCCCC2)cc1)C(=O)NC1CCCCC1C (centres undefined) | -1% | -4% | 1% | 8% | 4% | -8% | 0.5% | -4% | 27% | · | -3
NC(N)=NCCCC(NC(=O)c1ccccc1)C(=O)Nc1ccc([N+](=O)[O-])cc1 (centres undefined) | 6% | 3% | 1% | · | -8% | 1% | 0.7% | 20% | -4% | 3% | 0
Cc1ccc(-n2c(C)nn(CC#N)c2=O)cc1 | -12% | -1% | 5% | -1% | -12% | -3% | -0.1% | 0% | 5% | 3% | -1
CCC(C)(C(=O)NC1CCCCC1)N(Cc1ccco1)C(=O)c1ccccn1 (centres undefined) | 2% | -3% | 8% | -15% | 0% | 25% | -0.7% | 2% | -8% | 2% | 0
CC(C)c1c(C#N)c(N)nc(SCC(=O)c2cc3ccccc3oc2=O)c1C#N | -79% | -3% | 0% | -29% | -8% | 8% | -0.3% | -6% | -8% | -3% | -4
O=C(c1ccc(OC(F)(F)F)cc1)c1ncc[nH]1 | ? | -8% | 3% | -9% | ? | -3% | 0.2% | 4% | 8% | -1% | -5

Continuation.
SMILES | BRCA1 expr up | PTAP TSG101 blk | USP2a inh | a7 integrin act | ELG1 genotoxic | Eya2 inh | B2AR arrestin | uPA generation | p53 reactivation | S-ASM inh | TRPV1 agonist
Cc1ccc(S(=O)OCC(=O)Nc2cc(Cl)ccc2N2CCOCC2)cc1 (centres undefined) | -30% | -6% | -1% | 0% | 0% | -7% | 0.1% | -20% | -4% | -3% | 3
Cc1cc(C)cc(NC(=O)COc2coc(CN3CCc4ccccc4C3)cc2=O)c1 | -17% | -6% | 0% | -41% | -1% | 12% | -0.3% | 0% | -3% | -2% | 2
O=C(O)Cn1c2c(c3ccccc31)CCCC2 | -27% | -12% | 1% | -17% | 1% | 18% | -0.2% | 0% | -14% | 8% | 0
Cc1ccc(S(=O)(=O)N2CCCC2C(=O)N(C)Cc2cccs2)cc1 (centres undefined) | -6% | -5% | 0% | -7% | -5% | -7% | -0.1% | 1% | 6% | 3% | 2
CCn1c(-c2cc(-c3cc(OC)ccc3OC)nc3ccccc23)n[nH]c1=S | -30% | -13% | -1% | 7% | -4% | -9% | 0.2% | · | -4% | 28% | 7
COc1ccc(C)cc1S(=O)(=O)N1CCCC(C(=O)N2CCOCC2)C1 (centres undefined) | 4% | -4% | -1% | 12% | -3% | -2% | -0.4% | 1% | 4% | 0% | 4
NC(=O)c1cc([N+](=O)[O-])ccc1NCc1ccc(C(=O)O)cc1 | 7% | · | 1% | -28% | 3% | -5% | 0.1% | 3% | 14% | 0% | -3
Cc1cccc(OCC(=O)Nc2cc(S(=O)(=O)N3CCOCC3)ccc2N2CCCC2)c1C | -33% | -4% | -10% | 3% | -18% | -3% | -0.3% | -1% | -6% | -20% | 1
C/C(N)=C(/C#N)C(=O)COC(=O)c1ccc(OCC2CCCO2)cc1 (centres undefined) | 64% | 1% | 0% | 22% | 12% | -3% | -0.4% | 3% | 15% | -1% | 19
COc1ccccc1-c1oc2ccccc2c1-c1ccc2cc[nH]c2c1 | -59% | 0% | -1% | -17% | -4% | 8% | 0.0% | -18% | 4% | 0% | 28
CC(OC(=O)c1nsc(Cl)c1Cl)C(=O)NC(C)(C)C (centres undefined) | 0% | -10% | 0% | 27% | -1% | 8% | 0.0% | 0% | 1% | 4% | 0
NS(=O)(=O)c1ccc(CCNS(=O)(=O)c2ccc(Cl)cc2)cc1 | 10% | 1% | 1% | 0% | 0% | 6% | -0.2% | 5% | 0% | 13% | 1
COc1c(O)ccc2c1CN1CCc3cc4c(cc3C1C2)OCO4 (centres undefined) | -26% | -11% | -7% | -6% | -5% | -8% | -0.3% | -19% | -7% | 137%[activator] | -1
CC1CCCCC1NC(=O)c1ccncc1 (centres undefined) | -19% | -4% | 0% | ? | · | -11% | -1.0% | -3% | · | -1% | 1
Cc1c(N=c2scc(-c3ccccc3)n2C)c(=O)n(-c2ccccc2)n1C | -18% | -1% | 1% | ? | 6% | 6% | -0.1% | 4% | -1% | -1% | 5
CC(C)(C)NC(=O)CN(C(=O)c1csnn1)c1cccc2c1CCCC2 | 7% | 0% | 0% | 17% | 7% | 7% | 0.8% | 1% | -1% | 4% | 1

Some of the entries above, reformatted:
SMILES	BRCA1 expr up	PTAP TSG101 blk	USP2a inh	a7 integrin act	ELG1 genotoxic	Eya2 inh	B2AR arrestin	uPA generation	p53 reactivation	S-ASM inh	TRPV1 agonist
COc1ccccc1-c1oc2ccccc2c1-c1ccc2cc[nH]c2c1	-59%	0%	-1%	-17%	-4%	8%	0.0%	-18%	4%	0%	28
CC(OC(=O)c1nsc(Cl)c1Cl)C(=O)NC(C)(C)C (centres undefined)	0%	-10%	0%	27%	-1%	8%	0.0%	0%	1%	4%	0
